Source: PubChem (National Center for Advancing Translational Sciences (NCATS))
FUS suppressor = qHTS for Suppressors of FUS Proteinopathy: Primary screen using FUS-linked yeast assay; S. cerevisiae FUS-expressing, growth rescue, OD600, 24 h; Potency, µM (series often up to 76.6 µM), for the others: top-dose growth rescue (activation), usual class: activators; hit rate 0.24% among 390,000;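 also: potency is read from the fitted curve at half-maximal effect; plate controls were DMSO vehicle for no effect and reference control for full effect; nearly all actives have a fitted effect of over 55% in size; some results filed as inactive show a strong effect at the top dose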
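Yeast FUS proteinopathy model; galactose-induced FUS (2%), starting OD 0.005. Cpds in dilution series, 24hr, 30C, 99% humidity. Abs 600 nm growth. Pos ctrl CP55940 (top 92uM final); neg ctrl DMSO.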
PTHR1 ag = qHTS for PTHR1 Agonists: Primary Screen | HEK293 GP2 PTHR1 cells, GloSensor cAMP luminescence, 1 h | Potency, µM (doses to about 115 µM), for inactives: at the top dose activation, hits mostly activators | hit rate 0.075% among 410,000 | AID 743266, 2014; also: potency is read from the fitted curve at half-maximal effect; nearly all actives have a fitted effect of over 55% in size; some results filed as inactive show a strong effect at the top dose; inactives centre near -15; many of its hits are not listed in these tables
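HEK-293-derived GP2 cells expressing PTHR1 and a GloSensor cAMP reporter, 3,000/well, plated overnight, given luciferin plus IBMX (each 0.5 mM as added) for 1 h at 37 °C, then compound for 1 h at 37 °C. Luminescence was read after 15 min at room temperature.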
GLP-1R inv ag = qHTS of GLP-1 Receptor Inverse Agonists (Inhibition Mode); Glucagon-like peptide 1 receptor (Homo sapiens), P43220; HEK293 GLP-1R CRE-luciferase, luminescence, 24 h; GLP-1R form is constitutively active; Potency, µM (top dose mostly 38.3 µM), for inactives: top-dose activity change, negative = inhibition, usual class: inhibitors; hit rate 1.6% among 410,000; AID 624417, 2012; also: potency is read from the fitted curve at half-maximal effect; % is scaled to controls: 0 for no effect and ±100 for the full control effect; nearly all actives have a fitted effect of over 55% in size
Target sequence (P43220 whole entry, looked up): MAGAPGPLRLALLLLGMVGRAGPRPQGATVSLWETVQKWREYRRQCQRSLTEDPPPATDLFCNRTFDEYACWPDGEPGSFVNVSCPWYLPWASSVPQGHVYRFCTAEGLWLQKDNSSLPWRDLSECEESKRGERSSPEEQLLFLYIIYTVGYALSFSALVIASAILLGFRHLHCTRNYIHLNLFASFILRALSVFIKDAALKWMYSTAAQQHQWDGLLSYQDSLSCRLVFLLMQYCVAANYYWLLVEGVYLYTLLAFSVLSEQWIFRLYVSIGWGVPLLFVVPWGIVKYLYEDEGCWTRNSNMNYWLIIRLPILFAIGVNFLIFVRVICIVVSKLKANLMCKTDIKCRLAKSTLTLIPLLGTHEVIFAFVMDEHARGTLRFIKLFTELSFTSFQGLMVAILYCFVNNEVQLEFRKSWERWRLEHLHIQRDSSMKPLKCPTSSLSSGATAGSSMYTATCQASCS
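Cells are plated, allowed 12 hours at 37 deg C, then treated with compounds for 24 hr before luciferase detection reagent is added and luminescence is read after 12 min at room temperature. The HEK293 line carries constitutively active GLP-1R with a cAMP-responsive reporter.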
Abeta yeast res = qHTS for compounds that reverse cellular toxicity of Amyloid beta (A-beta) peptide in yeast: Primary Screen; yeast expressing A-beta42, growth rescue, OD600, 48 h; response scale: 0% DMSO, 100% iron-clioquinol control; Potency, µM (series often up to 46.1 µM), for the others: at the highest dose growth rescue, actives largely listed as activators; hit rate 0.063% among 410,000; also: potency is read from the fitted curve at half-maximal effect; nearly all actives have a fitted effect of over 55% in size
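Growth rescue measured by 600 nm absorbance after 48 h yeast culture at 30 C with compound. Values normalized between DMSO and an equimolar ferric chloride plus clioquinol control.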
GLP-1R agonist = qHTS of GLP-1 Receptor Agonists; Glucagon-like peptide 1 receptor (Homo sapiens), P43220; HEK293 GLP-1R CRE-luciferase, luminescence, 4-6 h; cells express a hypersensitive GLP-1R form; Potency, µM (highest dose often 45.6 µM), without a hit: at the highest dose activation, actives largely listed as activators; hit rate 0.007% among 380,000; also: potency is read from the fitted curve at half-maximal effect; % of control where 0% means no effect
D3 antag = qHTS of D3 Dopamine Receptor Antagonist: qHTS | D(3) dopamine receptor (Homo sapiens), P35462 | D3R cells, DiscoveRx beta-arrestin luminescence, antagonist mode; active compounds read low | max response, negative = inhibition, % | hit rate 2.5% among 360,000 | AID 652054, 2013; in the data active = max response below about -50%; inconclusive = no clear call, values can overlap the other calls; also: % is scaled to controls: 0 for no effect and ±100 for the full control effect; mostly tested at two doses, the higher about 12 µM
Target sequence (P35462 whole entry, looked up): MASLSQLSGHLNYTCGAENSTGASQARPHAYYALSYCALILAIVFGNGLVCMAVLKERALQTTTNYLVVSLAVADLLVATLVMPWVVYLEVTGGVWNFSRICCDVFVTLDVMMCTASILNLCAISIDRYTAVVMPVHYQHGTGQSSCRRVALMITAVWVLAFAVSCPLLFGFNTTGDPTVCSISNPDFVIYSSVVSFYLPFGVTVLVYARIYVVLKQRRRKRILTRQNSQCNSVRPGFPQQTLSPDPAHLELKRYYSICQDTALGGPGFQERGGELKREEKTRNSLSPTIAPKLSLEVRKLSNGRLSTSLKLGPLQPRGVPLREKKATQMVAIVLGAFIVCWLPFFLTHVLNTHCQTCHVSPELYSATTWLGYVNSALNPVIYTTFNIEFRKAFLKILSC
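Cells plated overnight at 1500 cells/well, then exposed to library compounds with dopamine controls for 90 minutes at 37 degrees C. DiscoveRx reagent added for 30–60 minutes at room temperature; luminescence read, quantitative HTS format.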
TDP43 rescue = qHTS of TDP-43 Inhibitors; TDP-43 expressing yeast growth rescue, BacTiter-Glo, 24 h; Potency, µM (highest dose often 46.1 µM), for the others: at the top dose growth rescue (activation), hits mostly activators; hit rate 1.8% among 410,000; AID 652104, 2013; also: potency is read from the fitted curve at half-maximal effect; % of control where 0% means no effect; nearly all actives have a fitted effect of over 50% in size
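Growth rescue of TDP-43-toxic yeast measured as ATP luminescence (BacTiter-Glo). Cells grown to mid-log in raffinose, induced in galactose at OD600=0.02, exposed to compound 24 hr at 30 deg C.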
Akt phos inh = HTS Assay for Inhibitors of Akt Phophorylation: Primary Screen; AID 651550, 2012; Neuro2A IGF-stimulated pAkt S473 HTRF, 20 min; active compounds read low; hit rate 0.32% among 360,000; activity change, % for hits at 50 µM; in the data active = activity change below about -80%; inconclusive = mostly about -51% to -80%; also: % is scaled to controls: 0 for no effect and ±100 for the full control effect
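Single-point screen (50 µM final compound) in Neuro2A cells stimulated 20 min with 6 nM IGF at 37 deg C. After lysis, Ser473-phosphorylated Akt read by HTRF (ex 330 nm, em 615/665 nm) as the 665/615 ratio.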
aSyn rescue = qHTS of alpha-syn Inhibitors | Yeast expressing alpha-synuclein, growth rescue, BacTiter-Glo, 24 h | Potency, µM (doses to about 46.1 µM), for inactives: top-dose growth rescue (activation), actives largely listed as activators | hit rate 0.14% among 370,000 | AID 652106, 2013; also: potency is read from the fitted curve at half-maximal effect; % of control where 0% means no effect; nearly all actives have a fitted effect of over 65% in size
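Readout is rescue of growth in alpha-synuclein-expressing yeast, so inhibitors of toxicity appear as activators. Growth after 24 hr at 30 deg C in galactose medium is quantified by luminescence.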
Numbers without * were called inactive; i = inactive; u = inconclusive; x = no result given; [ ] = another dose, or the depositor's remark. Unless noted, calls follow the shape of the dose curve; as a rule, active = well fitted curve in the direction sought with a large enough effect; inconclusive = small, poorly fitted or top-dose-only effect, or another doubt; inactive = no such curve, though single readings can be large; an effect the other way counts as inactive or inconclusive. An excerpt (hit frequency here may not be typical).

# | Structure | FUS suppressor | PTHR1 ag | GLP-1R inv ag | Abeta yeast res | GLP-1R agonist
1 | CCCCc1c(O)nc(SCC(=O)Nc2cccc3ccccc23)n(-c2ccccc2OC)c1=O | 45% | -9% | u | x | -2%
2 | OCCN(CCO)c1ccc2ccccc2c1 | -20% | -20% | -26% | 21% | 1%
3 | NC(=O)NC(CC(=O)Nc1cccnc1)c1cccc(Br)c1 (configuration not stated) | 10% | -10% | 8% | 1% | 4%
4 | CCOC(=O)N1CCN(S(=O)(=O)c2ccc3c(c2)SC(C)C(=O)N3)CC1 (configuration not stated) | -16% | -19% | -6% | 2% | -4%
5 | CN(C)S(=O)(=O)c1ccc(N2CCCC2)c(C(=O)NC2CCCCC2)c1 | 0% | i | 9% | 6% | 6%
6 | CCOC(=O)C=Cc1ccc(C(=O)OCC)[nH]1 | 31% | -28% | u | 12% | 8%
7 | COc1ccc(/C=C2\CCOC2=O)cc1 | 9% | -13% | 11% | -15% | 12%
8 | COc1ccc(OC)c(C(C)NC(C)=O)c1 (configuration not stated) | 12% | u | 2% | 1% | 25%

# | D3 antag | TDP43 rescue | Akt phos inh | aSyn rescue
1 | 4 | 21% | i | 2%
2 | 4 | 3% | i | 8%
3 | 8 | -5% | i | 0%
4 | 9 | 2% | i | 7%
5 | -6 | -7% | i | -1%
6 | 20 | u | i | 0%
7 | -17 | -19% | i | 2%
8 | 19 | 7% | i | -3%

(next part)
# | Structure | FUS suppressor | PTHR1 ag | GLP-1R inv ag | Abeta yeast res | GLP-1R agonist
9 | COc1ccc(C(=O)NCC(=O)OCc2c(Cl)cccc2Cl)cc1OC | 12% | i | 14% | 2% | 17%
10 | O=c1[nH]c(CN2CCCC2)nc2sc3c(c12)CCC3 | 3% | i | -14% | -13% | 0%
11 | CCOc1ccc(NC(=O)c2cc([N+](=O)[O-])ccc2N2CCOCC2)cc1 | x | -16% | u | -3% | 7%
12 | COc1ccc(C)cc1NC(=O)CCC(=O)Nc1nnc(C2CCCCC2)s1 | -1% | -9% | 10% | 4% | 0%
13 | Cn1c(=O)c2nc(SCc3ccccc3)n(C)c2n(C)c1=O | -6% | i | 27% | -26% | 2%
14 | COc1ccc(OCc2nc(N)nc(Nc3ccc(C)cc3)n2)cc1 | 3% | -1%[57.5 µM] | -15% | 18% | 1%
15 | COc1ccc(C#Cc2cccc(-c3nc(C(=O)NCCCN4CCOCC4)cc4c3[C@H](CCO)N(S(=O)C(C)(C)C)C4)c2)cc1OC (some centres not stated) | u | -23% | 7% | -14% | -3%
16 | CCN1CCCc2cc(CN(CCN3CCOCC3)C(=S)Nc3cccc(C)c3)ccc21 | 33% | -5% | u | 6% | 6%

# | D3 antag | TDP43 rescue | Akt phos inh | aSyn rescue
9 | -25 | -6% | i | 10%
10 | 1 | 19% | i | 3%
11 | -14 | 7% | i | -1%
12 | 4 | 4% | i | 4%
13 | -9 | -16% | i | -3%
14 | -11 | u | i | 0%
15 | 13 | 15% | i | 2%
16 | -23 | 9% | i | -2%

Rewritten with tabs: part of the list above.
entry	mol	FUS suppressor	PTHR1 ag	GLP-1R inv ag	Abeta yeast res	GLP-1R agonist	D3 antag	TDP43 rescue	Akt phos inh	aSyn rescue
9	COc1ccc(C(=O)NCC(=O)OCc2c(Cl)cccc2Cl)cc1OC	12%	i	14%	2%	17%	-25	-6%	i	10%
10	O=c1[nH]c(CN2CCCC2)nc2sc3c(c12)CCC3	3%	i	-14%	-13%	0%	1	19%	i	3%
11	CCOc1ccc(NC(=O)c2cc([N+](=O)[O-])ccc2N2CCOCC2)cc1	x	-16%	u	-3%	7%	-14	7%	i	-1%
12	COc1ccc(C)cc1NC(=O)CCC(=O)Nc1nnc(C2CCCCC2)s1	-1%	-9%	10%	4%	0%	4	4%	i	4%
13	Cn1c(=O)c2nc(SCc3ccccc3)n(C)c2n(C)c1=O	-6%	i	27%	-26%	2%	-9	-16%	i	-3%
14	COc1ccc(OCc2nc(N)nc(Nc3ccc(C)cc3)n2)cc1	3%	-1%[57.5 µM]	-15%	18%	1%	-11	u	i	0%
15	COc1ccc(C#Cc2cccc(-c3nc(C(=O)NCCCN4CCOCC4)cc4c3[C@H](CCO)N(S(=O)C(C)(C)C)C4)c2)cc1OC (some centres not stated)	u	-23%	7%	-14%	-3%	13	15%	i	2%
16	CCN1CCCc2cc(CN(CCN3CCOCC3)C(=S)Nc3cccc(C)c3)ccc21	33%	-5%	u	6%	6%	-23	9%	i	-2%

(continued)
# | Structure | FUS suppressor | PTHR1 ag | GLP-1R inv ag | Abeta yeast res | GLP-1R agonist
17 | CCOc1ccc(NC(=O)NC(CC)Cn2nnc3ccccc3c2=O)cc1 (configuration not stated) | 9% | 9% | -4% | -13% | x
18 | Cc1cc(O)ccc1NS(=O)(=O)c1ccc2c3c(cccc13)C(=O)N2 | 10% | i | 128%[activator] | -4% | 22%
19 | Cc1cc(F)ccc1-c1cc(C(=O)NCC2CCCCC2)[nH]n1 | -6% | -60%[inhibitor] | u | -16% | 7%
20 | COc1ccccc1C(=O)NCC(=O)OC(C)C(=O)NC(=O)NC1CCCCC1 (configuration not stated) | 32% | i | 11% | 1% | 13%
21 | CC(=O)Nc1cccc(-c2cnc3ccccc3n2)c1 | 3% | i | 24% | 18% | 8%
22 | C[C@H](CO)N1C[C@H](C)[C@@H](CN(C)S(=O)(=O)c2ccc(F)cc2)Oc2c(NC(=O)c3ccncc3)cccc2C1=O | 0% | -1% | 3% | -19% | -2%
23 | Cc1ccc(S(=O)(=O)N2C[C@H]3[C@H]4C(=O)N(c5ccccc5)C(=O)[C@H]4C[C@H](OC(=O)NCc4ccco4)[C@@]3(O)C2)cc1 | 32% | -8% | -4% | -3% | -2%
24 | Cc1ccc(C(CNS(=O)(=O)c2cc(F)ccc2F)N2CCN(C)CC2)cc1 (configuration not stated) | 31% | -24% | u | -8% | -5%

# | D3 antag | TDP43 rescue | Akt phos inh | aSyn rescue
17 | x | -18% | x | x
18 | -10 | -10% | i | -3%
19 | -28 | 12% | i | -6%
20 | 0 | -14% | i | 0%
21 | 11 | 11% | i | 11%
22 | 12 | 24% | i | 8%
23 | 5 | 13% | i | -1%
24 | -25 | -24% | i | -2%
